C diff growth: C. difficile growth inhibitors, primary screen, HTS | Clostridium difficile clinical isolate growth, OD600, 24 h; stronger effect = lower value | AID 1259249, 2017 | growth activity, negative = inhibition, % at 16 µg/mL (by protocol) | actives 0.25% (n = 86,000);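 active means mean growth activity at or below -80% and every replicate also at or below -80%; inconclusive means mean at or below -80% but some replicate above -80%; inactive means mean growth activity above -80%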;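 further: 0% = DMSO wells and -100% = levofloxacin 16 µg/mL wells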
KDM4C inh: inhibitors of GASC-1 (KDM4C) histone demethylase, primary screen, biochemical, single concentration HTS. inhibition, % at 12.5 µM. Lysine-specific demethylase 4C (Homo sapiens), Q9H3R0. GST-KDM4C 2-372, H3K9me3 peptide, LANCE TR-FRET. actives 0.15% (n = 96,000). AID 720574, 2013;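 active means mean replicate inhibition above about 25%, with at least 55% of replicates also reaching it, limit read from the data, passing the limit was not always enough; inconclusive means only one of those two conditions met; inactive means neither condition met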
Target sequence (Q9H3R0 2-372 limits assumed): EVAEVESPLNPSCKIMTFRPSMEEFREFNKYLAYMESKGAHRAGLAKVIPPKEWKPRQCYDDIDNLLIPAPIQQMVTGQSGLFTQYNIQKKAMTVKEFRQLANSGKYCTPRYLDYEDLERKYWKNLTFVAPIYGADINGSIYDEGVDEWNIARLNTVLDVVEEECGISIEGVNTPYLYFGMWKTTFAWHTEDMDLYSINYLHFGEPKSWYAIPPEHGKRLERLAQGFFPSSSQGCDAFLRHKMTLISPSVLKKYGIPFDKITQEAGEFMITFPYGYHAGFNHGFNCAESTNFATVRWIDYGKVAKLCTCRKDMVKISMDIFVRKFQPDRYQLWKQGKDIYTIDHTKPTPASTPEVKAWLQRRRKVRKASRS
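System: N-terminal GST-fused human GASC-1 (KDM4C) fragment, residues 2-372 / Amount: 10 nM GST-KDM4C in enzyme reaction / Also added: H3K9me3 peptide with Fe(II)/2OG / Times: 30 min demethylation and 1 h detection at room temperature / Signal: LANCE TR-FRET / Read-out basis: Fall in 671/618 emission ratio as inhibition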
Pf Dd2 inh: P. falciparum Dd2 growth inhibitors, primary screen, SYBR Green fluorescence, single dose replicates. actives 2.3% (n = 94,000). 72 h; stronger effect = lower value. activity change, % at 10 µM; in the data active means activity change below about -80%; inconclusive means no clear call, values can overlap the other calls
Tcruzi prolif: T. cruzi intracellular proliferation inhibitors, primary screen, cell-based, beta-gal Tulahuen parasites, NIH3T3 host, luminescence | T. cruzi beta-gal in NIH3T3, GalScreen luminescence, 90 h | inhibition, % at 8.34 µM | actives 5.9% (n = 77,000) | AID 624255, 2012;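 active means mean inhibition above about 93%, with at least 55% of replicates each passing it, limit read from the data, passing the limit was not always enough; inconclusive means only one of those two conditions holds; inactive means neither condition holds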
* marks the source's active call; other numbers are inactive results; ? = inconclusive; · = not tested or not shown; & = joins results of further samples.

A first look:
SMILES	C diff growth	KDM4C inh	Pf Dd2 inh	Tcruzi prolif
COc1ccc(S(=O)(=O)N(C)C[C@H]2Oc3ccc(NC(=O)CCCCCC(=O)Nc4ccccc4N)cc3C(=O)N([C@@H](C)CO)C[C@@H]2C)cc1	4.5	-2.1	-51.9	·
CCCNC(=O)N1[C@@H](CO)[C@H](c2ccccc2)[C@@H]1CNC(=O)c1ccccc1	-9.8	-1.9	-1.4	?

All compounds of this part (from the top)
SMILES	C diff growth	KDM4C inh	Pf Dd2 inh	Tcruzi prolif
COc1ccc(S(=O)(=O)N(C)C[C@H]2Oc3ccc(NC(=O)CCCCCC(=O)Nc4ccccc4N)cc3C(=O)N([C@@H](C)CO)C[C@@H]2C)cc1	4.5	-2.1	-51.9	·
CCCNC(=O)N1[C@@H](CO)[C@H](c2ccccc2)[C@@H]1CNC(=O)c1ccccc1	-9.8	-1.9	-1.4	?
C[C@H](CO)N1C[C@H](C)[C@@H](CN(C)C(=O)NC2CCCCC2)Oc2cc(/C=C/c3ccccc3)ccc2S1(=O)=O	3.2	-1.9	-12.0	·
C[C@H](CO)N1C[C@H](C)[C@H](CN(C)Cc2ccc(-c3ccccc3)cc2)Oc2ccc(NS(=O)(=O)c3cccs3)cc2CC1=O	30.7	-0.8	-11.1	65.3
C[C@@H]1CCCCO[C@H](CN(C)Cc2ccncc2)[C@@H](C)CN([C@@H](C)CO)C(=O)c2cc(NS(=O)(=O)c3ccccc3)ccc2O1	0.5	1.0	-30.8	-121.8
O=C(C[C@@H]1CC[C@H]2[C@@H](COC[C@@H](O)CN2Cc2ccc(C(F)(F)F)cc2)O1)NCCc1ccccc1	-16.8&-35.5	1.8	12.7	·
O=C(CCN1CCCCC1)NCC[C@H]1CC[C@@H](NC(=O)c2ccc(F)cc2)[C@H](CO)O1	2.5	-0.3	5.8	20.7
CCCN(C)C[C@H]1Oc2cc(C#Cc3ccccc3OC)ccc2S(=O)(=O)N([C@@H](C)CO)C[C@H]1C	4.6	-5.2	-62.7	96.7*
C/C=C/c1ccc2c(c1)O[C@H](CN(C)C(=O)CC1CC1)[C@@H](C)CN([C@@H](C)CO)S2(=O)=O	-7.8	0.3	-6.2	52.0
COc1ccc(NC(=O)Nc2cccc3c2O[C@H](CN(C)S(=O)(=O)c2ccc(C)cc2)[C@H](C)CN([C@@H](C)CO)C3=O)cc1	-4.2	-1.1	-47.7	48.0

Of the compounds above, these have an aryl methoxy group:
SMILES	C diff growth	KDM4C inh	Pf Dd2 inh	Tcruzi prolif
COc1ccc(S(=O)(=O)N(C)C[C@H]2Oc3ccc(NC(=O)CCCCCC(=O)Nc4ccccc4N)cc3C(=O)N([C@@H](C)CO)C[C@@H]2C)cc1	4.5	-2.1	-51.9	·
CCCN(C)C[C@H]1Oc2cc(C#Cc3ccccc3OC)ccc2S(=O)(=O)N([C@@H](C)CO)C[C@H]1C	4.6	-5.2	-62.7	96.7*
COc1ccc(NC(=O)Nc2cccc3c2O[C@H](CN(C)S(=O)(=O)c2ccc(C)cc2)[C@H](C)CN([C@@H](C)CO)C3=O)cc1	-4.2	-1.1	-47.7	48.0

Later entries
SMILES	C diff growth	KDM4C inh	Pf Dd2 inh	Tcruzi prolif
CS(=O)(=O)Nc1ccc2c(c1)[C@@H]1C[C@H](CC(=O)NCC3CC3)O[C@H](CO)[C@@H]1O2	·	1.9	20.6	31.4
COc1ccccc1S(=O)(=O)N[C@@H]1CC[C@@H](CC(=O)N2CCCCC2)O[C@@H]1CO	-1.7	-1.3	1.5	-32.8
O=S(=O)(N[C@H]1CC[C@H](CCNS(=O)(=O)c2ccccc2Cl)O[C@@H]1CO)c1ccccc1	-7.1	-0.3	-12.7	-71.1
C[C@@H]1CN([C@@H](C)CO)S(=O)(=O)c2ccc(-c3cccnc3)cc2O[C@H]1CN(C)C(=O)c1cccc(F)c1	-1.7	-3.2	-9.1	24.3
CN(C)C(=O)[C@H]1[C@H](CO)[C@H]2Cn3c(ccc(-c4ccccc4F)c3=O)[C@H]2N1C(=O)C1CC1	-1.0	1.9	-3.3	53.1
CO[C@H]1CN(C)C(=O)c2cc(NC(=O)C3CCC3)ccc2OC[C@@H](C)N(Cc2nccs2)C[C@@H]1C	·	0.5	·	-26.7
C[C@H](CO)N1C[C@H](C)[C@@H](CN(C)C(=O)Nc2cccc3ccccc23)Oc2ccc(NC(=O)c3ccncc3)cc2CC1=O	-4.8	11.9	-12.4	11.9
C[C@@H]1CN([C@@H](C)CO)C(=O)c2cc(C#CC3CC3)cnc2O[C@H]1CN(C)C(=O)C1CCCCC1	·	0.3	-48.5	53.5
COc1ccc(CN(C)C[C@@H]2Oc3ccc(NS(C)(=O)=O)cc3CC(=O)N([C@@H](C)CO)C[C@@H]2C)cc1	0.2	0.0	-3.9	73.9
C[C@H]1CN([C@@H](C)CO)C(=O)c2cc(NC(=O)CCN3CCOCC3)ccc2O[C@H]1CN(C)Cc1ccc2c(c1)OCO2	2.6	0.0	7.6	-9.0
O=C(C[C@@H]1CC[C@@H]2[C@H](COC[C@H](O)CN2Cc2ccc(F)cc2)O1)NCc1ccccc1Cl	3.6	1.2	-6.1	56.4
O=C(C[C@H]1C[C@H]2c3cc(NC(=O)NC4CCCC4)ccc3O[C@H]2[C@H](CO)O1)NC1CCCCC1	-0.9	-4.6	8.8	31.4
C[C@@H]1CCCCO[C@@H](CN(C)S(=O)(=O)c2ccc(F)cc2)[C@@H](C)CN([C@@H](C)CO)C(=O)c2cc(NC(=O)c3ccccc3)ccc2O1	1.3	0.2	-69.8	·
CN(C)CC(=O)Nc1ccc2c(c1)[C@@H]1C[C@H](CC(=O)NCc3cccc(F)c3)O[C@@H](CO)[C@@H]1O2	0.6	5.7	16.3	-11.4
O=C1CN(S(=O)(=O)c2ccccc2)C[C@H]2[C@@H](c3ccc(C#CCc4ccccc4)cc3)[C@@H](CO)N12	6.4	-2.4	-61.9	·
CC(C)NC(=O)Nc1ccc2c(c1)C(=O)N([C@H](C)CO)C[C@H](C)[C@@H](CN(C)Cc1ccc3c(c1)OCO3)OCCCC[C@@H](C)O2	2.4	9.0	-1.3	3.1
COc1ccc(CN(C)C[C@@H]2OCCCC[C@H](C)Oc3ccc(NC(=O)C4CCCCC4)cc3C(=O)N([C@H](C)CO)C[C@H]2C)cc1	0.5	0.4	-69.8	94.3
O=C(C[C@@H]1C[C@H]2c3cc(NC(=O)NC4CCCC4)ccc3O[C@H]2[C@H](CO)O1)NCc1ccccc1	·	-1.1	-20.3	102.0*
O=S(=O)(c1ccc(F)cc1)N1CCCCN2[C@H](C1)[C@H](c1ccc(-c3ccccc3F)cc1)[C@@H]2CO	-1.9	·	1.1	108.1*
COc1ccc(NC(=O)N(C)C[C@@H]2OCc3cn(nn3)CCCC(=O)N([C@H](C)CO)C[C@@H]2C)c(OC)c1	2.5	1.5	20.4	1.8
C[C@H](CO)N1C[C@H](C)[C@@H](CN(C)C(=O)Nc2ccc(F)cc2)OCCCC[C@H](C)Oc2ccc(NC(=O)Nc3ccccc3)cc2C1=O	1.4	-0.7	15.7	113.6*
COC(=O)C[C@H]1C[C@H]2c3cc(NC(=O)C4CCC4)ccc3O[C@H]2[C@H](CO)O1	3.1	·	8.2	·
CO[C@H]1CN(C)C(=O)c2cc(NC(=O)c3cc(C)on3)ccc2OC[C@@H](C)N(C)C[C@@H]1C	·	-0.6	16.1	-42.3
C[C@H]1CN([C@@H](C)CO)C(=O)c2cccc(NC(=O)c3cnccn3)c2O[C@@H]1CN(C)C(=O)Nc1ccc(F)cc1	2.1	-0.8	7.8	-49.9
C[C@H](CO)N1C[C@H](C)[C@H](CN(C)Cc2ccc(Oc3ccccc3)cc2)Oc2ccc(NC(=O)CCC(F)(F)F)cc2C1=O	10.0	-0.2	20.8	8.3
C[C@@H]1CCCCO[C@@H](CN(C)S(=O)(=O)c2ccccc2)[C@@H](C)CN([C@H](C)CO)C(=O)c2cc(NC(=O)Nc3ccc(F)cc3)ccc2O1	7.2	0.6	-71.3	86.8
COc1ccc(NC(=O)N(C)C[C@H]2OCc3cnnn3CCCC(=O)N([C@H](C)CO)C[C@H]2C)c(OC)c1	2.3	8.7	0.8	-7.0
CN1C(=O)c2cc(NC(=O)Cc3cccs3)ccc2OC[C@@H]2O[C@@H](CC(=O)N[C@H]3CCN(Cc4ccccc4)C3)CC[C@H]21	-7.4	-2.1	·	82.2
C[C@H](CO)N1C[C@H](C)[C@@H](CN(C)C(=O)C2CCC2)Oc2ncc(C#CCc3ccccc3)cc2C1=O	1.8	1.9	-60.0	77.5
COCC#Cc1ccc2c(c1)O[C@H](CN(C)S(=O)(=O)c1ccc(C)cc1)[C@@H](C)CN([C@@H](C)CO)S2(=O)=O	3.5	-1.9	-58.3	66.7
COc1ccc(CN(C)C[C@H]2OCCCC[C@H](C)Oc3ccc(NC(=O)NC(C)C)cc3C(=O)N([C@@H](C)CO)C[C@@H]2C)cc1	-1.6	-0.4	-4.9	33.2
CCS(=O)(=O)N1CCC2(CC1)CN[C@H](CO)c1c2c2ccc(OC)cc2n1C	1.3	1.3	-11.4	·
O=C(C[C@@H]1C[C@H]2c3cc(NC(=O)c4cccnc4)ccc3O[C@H]2[C@@H](CO)O1)NCc1ccccc1	·	0.8	13.3	5.1
C[C@H]1CN([C@@H](C)CO)C(=O)c2cccc(NC(=O)Nc3ccc4c(c3)OCO4)c2O[C@H]1CN(C)S(=O)(=O)c1cn(C)cn1	4.5	0.2	20.6	-164.1
O=C(C1CCCC1)N1CC2(C1)[C@@H](c1ccccc1)[C@H](CO)N2C(=O)c1cccnc1	-5.4	1.1	9.9	·
C[C@@H]1CN([C@H](C)CO)C(=O)c2cccc(NS(=O)(=O)c3ccc(F)cc3)c2O[C@@H]1CN(C)Cc1ccc2c(c1)OCO2	8.1	1.8	4.9	10.3
O=C(Nc1ccc(C(F)(F)F)cc1)N[C@H]1CC[C@@H](CCn2cc(C3(O)CCCC3)nn2)O[C@H]1CO	5.2	0.9	-15.1	42.1
C[C@@H]1CN([C@@H](C)CO)C(=O)c2cc(N(C)C)ccc2O[C@@H](C)CCCCO[C@@H]1CN(C)C(=O)C1CCCCC1	-3.5	1.7	-22.7	65.8
COc1ccc(NC(=O)Nc2ccc3c(c2)[C@H]2C[C@@H](CC(=O)NC4CCCCC4)O[C@@H](CO)[C@H]2O3)cc1	2.5	-1.7	4.4	-34.1
C[C@@H]1CN([C@H](C)CO)C(=O)c2cc(NC(=O)NC3CCCCC3)ccc2O[C@@H](C)CCCCO[C@@H]1CN(C)C(=O)c1ccccc1	-1.3	0.3	-57.2	15.4
C[C@@H]1CN([C@H](C)CO)C(=O)c2cc(NC(=O)Nc3ccccc3)ccc2O[C@@H]1CN(C)C(=O)Nc1ccc(C(F)(F)F)cc1	-4.6	-0.9	-36.5	5.1
C[C@H]1CN([C@@H](C)CO)C(=O)c2cccc(NC(=O)c3ccncc3)c2O[C@H]1CN(C)Cc1ccc(Cl)c(Cl)c1	4.6	-0.5	2.1	90.6
COc1ccc(-c2ccc([C@H]3[C@@H](CO)N4C(=O)CN(C(=O)Cc5ccccn5)C[C@@H]34)cc2)cc1	0.1	-1.6	-9.5	·
COc1ccccc1CNC(=O)C[C@@H]1CC[C@H]2[C@@H](COC[C@@H](O)CN2C(=O)Nc2ccccc2)O1	·	-0.5	0.8	26.8
C[C@@H]1CCCCO[C@@H](CN(C)Cc2ccc(Cl)c(Cl)c2)[C@@H](C)CN([C@@H](C)CO)C(=O)c2cc(NS(=O)(=O)c3ccc(F)cc3)ccc2O1	2.8	-0.2	-69.6	86.1
COc1cccc(-c2ccc(C3[C@H]4CNC[C@@H]3N4C(=O)Nc3ccc(F)cc3)cc2)c1 (some centres not stated)	40.4&64.9	-1.7&-2.4	-17.0&8.5	·
COc1ccccc1NC(=O)N[C@@H]1CC[C@@H](CCn2cc(-c3cccnc3)nn2)O[C@H]1CO	·	0.9	-5.7	2.0
Cc1ccc(S(=O)(=O)N(C)C[C@@H]2Oc3ccc(NC(=O)NC(C)C)cc3C(=O)N([C@@H](C)CO)C[C@H]2C)cc1	-1.4	0.0	-28.8	39.1
COc1ccccc1-c1cnc2c(c1)C(=O)N([C@H](C)CO)C[C@H](C)[C@@H](CN(C)Cc1ccccc1)O2	4.1	·	-28.7	57.6
CCCN1[C@@H]2c3ccc(-c4ccc(F)cc4)c(=O)n3C[C@H]1[C@H](CO)[C@H]2C(=O)NCC	-2.1	-0.7	3.9	·
C[C@H]1CN([C@@H](C)CO)C(=O)CCCn2cc(nn2)CO[C@H]1CN(C)Cc1ccc(C(=O)O)cc1	-1.9	0.4	33.8	·
O=C(NCc1ccc2c(c1)OCO2)[C@@H]1[C@@H](CO)[C@@H]2Cn3c(cccc3=O)[C@H]1N2Cc1ccccc1	1.5	-1.9	2.6	1.7

Screens deposited in PubChem by Broad Institute.
